BaF3 parental – counter-screen for JAK2V617F inhibitors: parental Ba/F3 viability inhibitors; 1.1% of 220,000 active; CellTiter-Glo ATP luminescence; inhibition, % at 5.6 µM;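 active means inhibition above a per-campaign cutoff, the mean inhibition of all tested compounds plus 3 SD, cut at about 27% in these data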;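 further: 0% = DMSO wells and 100% = JAK Inhibitor I control wells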
PERK inh – inhibitors of human PERK kinase; AID 1416; Q9NZJ5; CHO PERK-DD fusion, SEAP luminescence translation reporter; 0.17% of 220,000 active; inhibition, % at 5.6 µM;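 active means inhibition above the mean inhibition of all tested compounds plus 3 SD, set separately per screening campaign, cut at about 2.9% in these data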;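 further: PERK kinase domain activated by AP20187 dimerizer at 100 nM; 0% = DMSO with dimerizer and 100% = rapamycin at 8.4 µM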
S1P4 antagonist – antagonists of human S1P4 receptor; O95977; S1P4-expressing cells, antagonist mode, reporter read-out; inhibition, % at 4.98 µM; 0.26% of 220,000 active; AID 1510; in the data active means inhibition above about 29%;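 further: 0% = wells stimulated with agonist and 100% = vehicle wells without agonist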
Target sequence (O95977 whole entry, looked up): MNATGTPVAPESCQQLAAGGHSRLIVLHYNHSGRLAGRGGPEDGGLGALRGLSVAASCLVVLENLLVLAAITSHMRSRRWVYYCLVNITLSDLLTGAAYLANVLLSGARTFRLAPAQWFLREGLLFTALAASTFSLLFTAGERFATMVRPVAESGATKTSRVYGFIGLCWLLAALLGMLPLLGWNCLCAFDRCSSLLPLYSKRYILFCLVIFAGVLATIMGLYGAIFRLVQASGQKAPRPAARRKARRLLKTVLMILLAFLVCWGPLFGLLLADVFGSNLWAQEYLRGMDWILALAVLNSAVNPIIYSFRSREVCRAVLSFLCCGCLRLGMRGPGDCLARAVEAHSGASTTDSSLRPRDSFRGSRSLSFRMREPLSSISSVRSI
S1P4 agonist – human S1P4 receptor agonism; AID 1509; 0.35% of 220,000 active; S1P4-expressing cell line, agonist reporter assay; activation, % at 4.98 µM; O95977; in the data active means activation above about 11%;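 further: 0% = DMSO vehicle and 100% = reference agonist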
Ba/F3 V617F tox – lowers viability of Ba/F3 cells expressing EpoR and JAK2V617F | inhibition, % at 5.6 µM | AID 1446 | 1.1% of 220,000 active | ATP luminescence;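 active means inhibition above the campaign mean plus 3 SD over all tested compounds, cut at about 24% in these data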;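 further: cytokine-independent growth of Ba/F3 cells driven by EpoR plus mutant JAK2; 0% = DMSO-treated cells and 100% = JAK inhibitor I control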
eIF4E-4G inh – inhibitors of eIF4E and eIF4G interaction in translation initiation. inhibition, % at 21.7 µM. AID 782. 0.37% of 220,000 active. TR-FRET eIF4E-eIF4GI(517-606) binding, 2 h. P63073+Q04637;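 active means inhibition above about 30%, limit read from the data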;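 further: 0% = full FRET control wells and 100% = background wells lacking eIF4GI fragment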
NPY-Y2 PAM-ag – potentiators or agonists of human neuropeptide Y receptor Y2; P49146; cells expressing NPY-Y2, potentiator/agonist read-out; activation, % at 3.6 µM; 0.45% of 220,000 active; in the data active means activation above about 27%;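 further: cells stimulated with NPY near EC25 plus isoproterenol at EC100; 0% = vehicle plus submaximal agonist and 100% = vehicle plus saturating agonist; some results beyond the cut were filed as inactive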
Wee1 stabilizer – human Wee1 degradation inhibition, primary screen | P30291 | reporter increase, % at 5 µM | HeLa Luc-Wee1K328M stability, luciferase luminescence; 100% = proteasome inhibitor MG132 effect | 1.2% of 220,000 active;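 active means activation above the mean of all tested compounds plus 3 SD, set per screening run, cut at about 8.8% in these data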;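 further: cells exposed to compound for 20 h before luminescence read; 0% = DMSO alone and 100% = MG132 at 30 µM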
Mdm2 ligase inh – Mdm2 E3 ligase (human) inhibition; AID 1230; 0.11% of 210,000 active; cell-based MDM2 ubiquitination luciferase reporter, 2 h; 0 = plate control, 100 = twice control, blank-subtracted; signal enhancement, % at 5 µM; Q00987;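 active means signal enhancement of 30% or more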;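 further: luminescence tracks abundance of the self-degrading MDM2-luciferase fusion protein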
Target sequence (Q00987 whole entry, looked up, the tested form may be a part): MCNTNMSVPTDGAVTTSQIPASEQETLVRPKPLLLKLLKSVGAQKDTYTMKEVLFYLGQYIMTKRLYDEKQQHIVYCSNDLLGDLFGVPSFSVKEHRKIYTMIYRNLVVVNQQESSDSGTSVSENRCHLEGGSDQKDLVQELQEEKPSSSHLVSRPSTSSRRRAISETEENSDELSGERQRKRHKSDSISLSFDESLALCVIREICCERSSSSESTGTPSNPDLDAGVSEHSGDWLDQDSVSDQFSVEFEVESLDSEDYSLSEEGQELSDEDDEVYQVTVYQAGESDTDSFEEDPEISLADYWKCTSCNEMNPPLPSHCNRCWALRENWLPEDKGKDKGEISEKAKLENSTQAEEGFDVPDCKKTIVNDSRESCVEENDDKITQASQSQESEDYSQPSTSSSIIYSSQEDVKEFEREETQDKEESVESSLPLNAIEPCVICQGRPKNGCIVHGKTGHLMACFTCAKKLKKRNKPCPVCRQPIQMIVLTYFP
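Buffer or medium: Cells held in DMEM | Assay system: Stable mammalian line carrying autodegrading MDM2–luciferase fusion reporter | Quantity: 2000 cells/well | Times: 4 h settle plus 2 h compound, 37 °C | Doses: One concentration, 5 µM, with 0.2% DMSO | Technique: Luminescence with SteadyLite reagent, 15 min at room temperature | Benchmarks: Plate controls and plate blanks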
Numbers without * were called inactive; · = no result given; [ ] = another dose, or the depositor's remark.

SMILES	BaF3 parental	PERK inh	S1P4 antagonist	S1P4 agonist	Ba/F3 V617F tox	eIF4E-4G inh	NPY-Y2 PAM-ag	Wee1 stabilizer	Mdm2 ligase inh
CCN(CC)S(=O)(=O)c1ccc2c3c(cccc13)C(=O)S2	-1	-0.3	4	0.5	-4	-2	15	-1	-17
CCn1nnc2c(=O)oc3ccccc3c21	-2	1.1	0	-1.9	-4	1	-5	1	-16
Cc1ccc(-c2csc3nc4c5ccccc5c(NCCCN(C)C)nn4c(=O)c23)cc1	9	0.2	-30	8.8	5	11	-40	4	-4
C/C(=N\Nc1nccnc1Cl)c1c(F)c(F)c(F)c(F)c1F	6	0.5	-15	0.6	1	18	6	1	-11
CC1(/[N+]([O-])=C/c2cccc(Cl)c2)CCCCC1=O (centres undefined)	-2	1.3	0	-0.1	-2	1	-14	-1	-4
CCNc1nc2c(c(=O)[nH]c(=O)n2C)n1CC(C)C	11	1.1	-16	3.4	-4	-1	-4	-3	-6
CC(C)CC(C(=O)NC(=O)NCc1ccccc1)N1C(=O)c2ccccc2C1=O (centres undefined)	7	0.8	2	0.2	-2	2	0	-1	-13
O=C1c2cccc3c(O)ccc(c23)C(=O)N1Cc1ccco1	-3	1.8	16	0.9	-3	1	12	6	6
O=C(COc1ccc(Cl)cc1)Nc1ncccn1	4	0.3	-21	3.6	4	4	-10	-2	-2
Cc1ccccc1NC(=O)C1CCN(c2cc(-c3ccccc3)nc3ncnn23)CC1	5	-1.4	-12	-1.8	0	3	-16	1	-6
O=C1/C(=C/C=C/c2ccccc2)Oc2c1ccc(O)c2CN1CCN(CCO)CC1	-7	0.9	-10	-0.8	-4	-13	-4	-2	-3
CC1CC(C)CN(c2ncnc3c2cnn3Cc2ccc(Cl)cc2)C1 (centres undefined)	5	-0.4	-11	3.7	2	-1	3	-2	18
O=C(COC(=O)/C=C/c1ccco1)Nc1cccc([N+](=O)[O-])c1	5	-0.2	-20	1.1	6	5[fluorescence artefact?]	-8	-1	-9
Cc1nc(N)c(C#N)c(-c2ccccc2)c1C	-4	1.4	-16	2.0	-3	2	8	2	-8
C=CCOc1c(CNn2nnnc2N)cccc1OC	4	-0.5	-5	1.8	2	0	-13	-1	·

Three compounds from above, arranged by the value under S1P4 agonist, low to high.
compound | PERK inh | S1P4 antagonist | S1P4 agonist | eIF4E-4G inh | NPY-Y2 PAM-ag | Wee1 stabilizer | Mdm2 ligase inh
O=C1/C(=C/C=C/c2ccccc2)Oc2c1ccc(O)c2CN1CCN(CCO)CC1 | 0.9 | -10 | -0.8 | -13 | -4 | -2 | -3
C/C(=N\Nc1nccnc1Cl)c1c(F)c(F)c(F)c(F)c1F | 0.5 | -15 | 0.6 | 18 | 6 | 1 | -11
O=C1c2cccc3c(O)ccc(c23)C(=O)N1Cc1ccco1 | 1.8 | 16 | 0.9 | 1 | 12 | 6 | 6

Going on with the list.
SMILES	BaF3 parental	PERK inh	S1P4 antagonist	S1P4 agonist	Ba/F3 V617F tox	eIF4E-4G inh	NPY-Y2 PAM-ag	Wee1 stabilizer	Mdm2 ligase inh
CCc1ccc(S(=O)(=O)c2ccc(-n3nc(C)cc3N)cc2)cc1	9	-0.2	-24	-0.5	0	-4	16	-3	-10
COCCN1C(=O)c2oc3ccccc3c(=O)c2C1c1ccc(OC)c(OC)c1 (centres undefined)	3	0.3	-13	-2.8	-5	0	-6	2	·
CN(Cc1cccnc1)C(=O)CNC(=O)c1ccc(Cl)cc1Cl	-4	1.5	-8	0.7	-2	4	3	-2	-5
COCc1cc(=O)[nH]c2cc(NC(=O)C3CC3)c(C)cc12	8	1.1	-11	0.5	1	8	1	-3	12
COc1ccc2[nH]cc(C(O)CN3CCC(C(N)=O)CC3)c2c1 (centres undefined)	-1	-0.4	-21	0.2	0	4	8	-1	-11
O=C(CSc1nnc(-c2ccccc2F)n1C1CC1)Nc1cccnc1Cl	4	-0.1	-13	0.0	-2	18	-7	7	-3
O=C(O)c1ccc(/C=N/NC(=O)c2ccc(F)cc2)cc1	-6	0.0	-14	0.3	-1	2	-8	-2	·
CC(=O)NC(CC(=O)NC1CCCCCC1)c1ccccc1 (centres undefined)	6	0.8	-4	-1.2	-1	0	-12	-3	-8
O=C(CSCc1ccccc1F)NCc1ccc(F)cc1	-3	-0.2	9	0.3	-3	2	5	-1	0
C#CCOCCOCCOCCNc1nc(N2CCN(C(=O)Cn3cc(CCCN=C(N)N)nn3)CC2)nc(N2CCN(C(=O)[C@H]([C@@H](C)CC)n3cc(CCCN=C(N)N)nn3)CC2)n1	4	0.5	-9	0.6	-1	6	7	-1	·
COc1ccc(NC(=O)c2ccc(NS(=O)(=O)c3c(C)noc3C)cc2)cc1OC	97*	1.4	-1	-2.2	0	16	15	0	-5
C/C(=N\Nc1nc(C)cc(-c2ccccc2)n1)c1ccc(C)o1	7	0.5	-7	1.8	-2	1	5	-1	-7
CN(C)S(=O)(=O)c1cc(NC(=O)CN2CCN(c3ccc(O)cc3)CC2)ccc1Cl	9	0.2	-14	1.0	2	2	2	-1	-14
CC(=O)c1cccc(CN2CCN(CCc3ccccc3)C(CCO)C2)c1 (centres undefined)	4	1.3	-4	-0.1	-1	4	-15	1	-4
NC(=O)c1nc(-c2ccco2)nc2c1[nH]c(=O)n2-c1ccc(Cl)c(Cl)c1	-1	-0.2	-7	-1.1	3	6	-3	0	·
COc1ccc(-n2ccnc2CN2CCN(C3CCCC3)C(CCO)C2)cc1 (centres undefined)	0	-0.1	-8	2.8	-4	1	2	-3	-6
S=C(Nc1ccc(Cl)c(Cl)c1)NN1CCOCC1	7	0.5	-5	6.7	-5	-1	11	1	-11
Cc1c(Cl)cccc1Nc1nc(N)nc(CN2CCCCCC2)n1	6	-2.2	-35	-1.2	-1	-2	-14	-2	-9
CCn1nnc(-c2ccccc2NC(=O)c2ccc(-n3cnnn3)cc2)n1	3	-1.3	-10	-1.1	0	-10	-6	1	-8
Cc1onc(-c2ccccc2)c1C(=O)Nc1c(C)n(C)n(-c2ccccc2)c1=O	-1	-0.1	-4	0.6	0	-7[fluorescence artefact?]	9	-5	-9
COc1ccc(-n2ccnc2SCC(=O)Nc2ccc(OC)cc2OC)cc1	2	0.0	-17	-1.1	-1	-3	3	-2	5
COC(=O)c1cccc(NC(=O)CN2CCOCC2)c1	4	1.8	-14	0.1	0	-3	-12	-3	2
O=C(/C=C/c1ccco1)Nc1cccnc1	6	1.6	-1	0.3	-1	-4	-10	0	·
COCCNC(=O)C(c1ccncc1)N(C(=O)Cn1nnc2ccccc21)c1ccc(OC)cc1 (centres undefined)	11	-0.2	-1	2.4	5	-6	0	1	-3
O=C(COC(=O)[C@@H]1CC(O)CN1S(=O)(=O)c1ccc2c(c1)OCCO2)NCc1ccc(F)cc1 (some centres undefined)	3	0.5	-11	3.0	0	0	-2	2	-8
O=C(CSc1ncnc2scc(-c3ccccc3)c12)NCc1ccc2c(c1)OCO2	2	0.3	-10	0.4	-1	10[fluorescence artefact?]	-18	-1	-28
COc1cccc(/C=C/C(=C2/C(=O)N(c3ccccc3)N=C2C)c2ccccc2)c1OC	2	0.0	-4	0.2	-2	25	8	5	8
COc1cccc(CN(C)CC(=O)Nc2sc3c(c2C#N)CCC3)c1OC	4	0.2	-17	-0.8	-2	-3	-8	-1	-1
CCN(CC)CCn1cnc2c([nH]c3cccc(OC)c32)c1=O	69*	-0.7	2	-1.2	6	1	-9	-1	-16
COc1cccc(N2CCN(c3ccc(S(=O)(=O)N4CCCC4)cc3)CC2)c1	6	-0.1	-7	2.8	1	9	-3	-1	-18
O=C(NN=C1CCN(Cc2ccccc2)CC1)c1cccc(S(=O)(=O)Nc2ccccc2Cl)c1	7	0.1	-21	-2.3	1	1[fluorescence artefact?]	0	1	-3
O=C(Nc1c(F)cc(F)cc1Br)c1cc(S(=O)(=O)N2CCN(c3ccccn3)CC2)ccc1F	3	-0.3	2	0.4	5	-1	-6	3	10
COCc1cnc(C)nc1N	5	0.6	5	1.4	-3	-2	-11	4	-12
COc1ccc(C2CC(=O)N3CN(c4ccc(C)c(Cl)c4)CSC3=C2C#N)cc1OC (centres undefined)	2	-0.1	-8	0.4	2	2	-7	-1	4
OC1(c2ccccc2)c2ccccc2-c2ncccc21 (centres undefined)	3	0.1	-14	0.4	4	1	-2	1	-16
S=c1[nH]nc(-c2ccco2)n1/N=C/c1c(Cl)cccc1Cl	-10	0.5	-42	6.5	-2	2	7	-1	·
CCOc1ccc(C(=O)Cc2ccc3oc(C(=O)O)cc3c2)c(O)c1	5	0.1	4	-0.5	2	-1	-12	0	-1
COC(=O)c1ccc(S(=O)(=O)N2CCC(O)CC2)n1C	3	-0.9	0	0.7	2	4	-4	0	0
CCOC(=O)/C(C#N)=C\C1=C(N2CCOCC2)CC(C)(C)OC1	8	0.3	0	0.4	-1	1	13	-1	-8
C=CCOc1ccccc1CNc1cccc(F)c1	4	2.0	-12	0.3	0	6	-10	-2	7
Nc1ccc(CCS(N)(=O)=O)cc1	1	2.1	-25	-1.1	-2	2[fluorescence artefact?]	7	-2	-2
Oc1c(C=Nc2ccccc2)sc2ccccc12	5	0.8	-8	1.1	0	4	3	-1	-51
CCOC(=O)C1CCN(S(=O)(=O)c2ccc(NC(C)=O)c(Cl)c2)CC1	0	1.0	-7	0.3	0	-2	-5	11*	-10
CCSC1=C(C#N)C(c2ccccc2OC)CC(=O)N1 (centres undefined)	0	0.0	-8	-1.3	0	2	8	0	-21
Cc1cc(C)n(CCNC(=O)CC2C(=O)NCCN2CC2CCCCC2)n1 (centres undefined)	4	0.7	-8	2.7	-4	-3	-1	-1	6
NNC(=O)c1sc(-c2ccccc2)cc1N	4	0.8	-2	2.0	2	-5	2	0	-10
Cc1[nH]nc(SCC(=O)N(C)c2ccccc2)c1[N+](=O)[O-]	1	0.0	-3	1.8	1	-3	5	-3	-12
Cc1cc(C)c2c3c(cn2n1)c(=O)n(C)c(=O)n3C	1	1.0	-21	-3.4	-1	·	0	3	·
O=C(CSCc1cccc(CSCC(=O)Nc2ccc3ccccc3c2)n1)Nc1ccc2ccccc2c1	9	0.7	-16	-0.7	5	-31	-8	-2	-7
O=C(O)CN1CCN(Cc2ccccc2Cl)C1=O	0	2.5	2	3.5	-1	·	1	5	·
C=CCOC(=O)C(C#N)c1nc2ccccc2nc1N1CCN(Cc2ccccc2)CC1 (centres undefined)	10	-0.3	-7	0.5	1	-1	10	-1	-21
CSCCC(NC(=O)c1cc([N+](=O)[O-])cc([N+](=O)[O-])c1)c1nc2ccccc2[nH]1 (centres undefined)	8	-0.3	-12	5.2	-4	3	12	-3	-11
CC1(C)CC(CCNS(=O)(=O)c2ccccc2)(c2ccccc2)CCO1 (centres undefined)	-1	-0.4	-11	2.9	1	5[fluorescence artefact?]	4	1	-7
C=CCn1c(O)c(N=Nc2nc3ccccc3c(=O)n2-c2ccccc2)c2ccccc21	4	0.6	-14	-0.1	2	10[fluorescence artefact?]	-8	5	-9
CCc1ccc(-n2c(=O)c3c(C)c(C(=O)N(C)C)sc3n(CC(=O)NCc3ccco3)c2=O)cc1	0	0.1	-21	2.6	0	-1	3	-1	-8

Looked up above.
S1P4 agonist, CSCCC(NC(=O)c1cc([N+](=O)[O-])cc([N+](=O)[O-])c1)c1nc2ccccc2[nH]1 (centres undefined) = 5.2
S1P4 agonist, NNC(=O)c1sc(-c2ccccc2)cc1N = 2.0
BaF3 parental, CCc1ccc(-n2c(=O)c3c(C)c(C(=O)N(C)C)sc3n(CC(=O)NCc3ccco3)c2=O)cc1 = 0

Screening results from PubChem.

Outcome played no part in choosing rows; 4.1% or so of the library scored in one or more.
